# PostGolgi ctrl: growth inhibition of yeast control strain, primary screen, counter-screen for post-Golgi transport modulator project; efflux-deficient yeast background strain, growth absorbance A615, 16 h; inhibition, % at 10 µM; actives 5% (n = 98,000); AID 738, 2007
# hDAT+cocaine: changed hDAT dopamine uptake under cocaine IC80, either direction, primary screen, cocaine antagonist project, cell-based, LLC-PK1 hDAT, [14C]-dopamine uptake, MLSMR. B-score at 10 µM. AID 449768, 2010. Sodium-dependent dopamine transporter (Homo sapiens), Q01959. actives 1.3% (n = 110,000). LLC-PK1 hDAT cells, [14C]-dopamine uptake with cocaine IC80; actives deviate in either direction;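 active = Z score or B-score, a plate-position-corrected score, falls beyond the plate's 99.7% confidence bounds, in either direction; inactive = both scores lie inside the 99.7% bounds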;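 also: scored against the spread of the other compound wells on the same plate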
# Ecoli WT expand: growth inhibitors of wild-type E. coli, primary screen, strain BW25113, expanded library, OD600; OD600 absorbance; growth inhibition, % at 100 µM; actives 0.15% (n = 98,000);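 active = growth inhibition above about 50% at one test dose, limit read from the data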;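 also: growth measured after 20 h incubation at 37 °C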
# CYP2C9 inhib: blockers of cytochrome P450 2C9 activity – biochemical, luminescence, ADME assay, primary screen; P11712; CYP2C9 Supersomes, luciferin-H conversion; inhibition, % at 5 µM; actives 20% (n = 96,000);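 active = blocking of liver enzyme CYP2C9 beyond about 50% at 5 µM, limit read from the data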; also: values of inactives mirror those of a sister screen read the other way
# PTPN22 act: LYP phosphatase activators, primary screen, biochemical, DiFMUP fluorescence, 2 µM; recombinant LYP; 0 = plate median, 100 = signal doubled; actives 0.11% (n = 96,000); Tyrosine-protein phosphatase non-receptor type 22 (Homo sapiens), Q9Y2R2; activation, % at 2 µM;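 active = activation at 2 µM above a set limit, the mean plus 5 SD, cut at about 37% in these data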
# Target sequence (Q9Y2R2 whole entry, looked up): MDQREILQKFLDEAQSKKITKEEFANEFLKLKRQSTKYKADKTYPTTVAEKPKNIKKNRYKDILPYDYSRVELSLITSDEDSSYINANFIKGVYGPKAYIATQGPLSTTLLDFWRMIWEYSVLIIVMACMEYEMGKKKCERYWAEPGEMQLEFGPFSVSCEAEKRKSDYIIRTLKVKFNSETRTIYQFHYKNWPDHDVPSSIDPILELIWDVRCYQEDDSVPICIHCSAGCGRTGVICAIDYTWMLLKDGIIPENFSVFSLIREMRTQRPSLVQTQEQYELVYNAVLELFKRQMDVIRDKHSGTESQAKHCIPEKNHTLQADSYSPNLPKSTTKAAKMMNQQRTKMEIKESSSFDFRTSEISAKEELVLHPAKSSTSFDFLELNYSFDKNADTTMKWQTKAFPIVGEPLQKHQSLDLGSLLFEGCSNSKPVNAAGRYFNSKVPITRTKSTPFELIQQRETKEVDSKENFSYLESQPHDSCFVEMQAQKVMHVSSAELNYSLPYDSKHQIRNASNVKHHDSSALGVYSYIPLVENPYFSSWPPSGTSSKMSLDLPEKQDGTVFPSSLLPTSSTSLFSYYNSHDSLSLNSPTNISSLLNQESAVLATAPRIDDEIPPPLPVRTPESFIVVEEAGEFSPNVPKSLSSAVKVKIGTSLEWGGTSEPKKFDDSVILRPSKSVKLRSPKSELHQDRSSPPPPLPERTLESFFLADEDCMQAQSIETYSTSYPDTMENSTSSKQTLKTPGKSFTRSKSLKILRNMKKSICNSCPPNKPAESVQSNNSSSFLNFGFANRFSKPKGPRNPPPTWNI
# PTK2B oligo ant: antagonists of Pyk2 self-association, primary screen, Q293 cells, FERM NanoBiT luminescence, HTS; actives 0.83% (n = 99,000); AID 1347419, 2020; hits give low values; z-score (the deposit names both 25 µM and 10 µM);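 active = Z-score of -3 or lower, scaled per plate to the spread of control and sample wells; inactive = z-score above -3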;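 also: negative z-score means lost luminescence so less FERM oligomerization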
# LYP inh 2: PTPN22 phosphatase inhibitors, primary screen, biochemical, DiFMUP fluorescence, 2 µM; inhibition, % at 2 µM; actives 0.21% (n = 96,000); recombinant LYP catalytic domain; AID 640, 2007; Tyrosine-protein phosphatase non-receptor type 22 (Homo sapiens), Q9Y2R2;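 active = inhibition at 2 µM at or above a set limit, the screen mean plus 3 SD, cut at about 24% in these data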;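 also: 0% = DMSO with enzyme and 100% = enzyme fully blocked by orthovanadate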
# CYP2C9 activ: human CYP2C9 activators, primary screen, biochemical, luminescence; Cytochrome P450 2C9 (Homo sapiens), P11712; recombinant CYP2C9, luciferin-H conversion; hits give high values; factor 1 = untreated enzyme, 0 = blocked; activation factor at 5 µM; actives 1.4% (n = 96,000); AID 1024, 2008;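 active = activation factor of 2 or more for CYP2C9 at a 5 µM dose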;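 also: 0 = sulfaphenazole-blocked wells and 1 = vehicle-only wells; values of inactives mirror those of a sister screen read the other way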
# PostGolgi yeast: phenotypic screen on post-Golgi transport, primary screen | actives 0.9% (n = 98,000) | inhibition, % at 10 µM | AID 739, 2007 | post-Golgi transport phenotypic cell assay;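 also: yeast cells grown in 1536-well plates; yeast grown about 18 h at 30C before absorbance read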
# * hit, by the source's call; / = not tested or not shown. Rule as the data show it, unless noted: active = inhibition above about 30%; inactive = the rest.
SMILES,PostGolgi ctrl,hDAT+cocaine,Ecoli WT expand,CYP2C9 inhib,PTPN22 act,PTK2B oligo ant,LYP inh 2,CYP2C9 activ,PostGolgi yeast
Cc1c(C(=O)NCC2CCCO2)oc2ccc3c(c12)C(=O)CC(C)(C)O3 (centres undefined),4,-0.91,7,16,-9,0.57,7,0.8,1
Cc1ccc(C(=O)CSc2nc3cccnc3n2C)cc1,7,-0.089,0,-56,-3,0.33,-1,1.6,11
Cc1nc2ccccc2n1CCc1nc2c3ccccc3nc(SCC(=O)NCc3ccco3)n2n1,9,0.16,-14,72*,-10,0.08,9,0.3,-1
COc1c(Cl)cc(C(=O)Nc2ccccc2-c2ccccc2)cc1Cl,14,/,-26,43,2,-0.87,0,0.6,8
Cn1c(=O)c2c(SCc3c(F)cccc3Cl)nc(CC(C)(C)C)nc2n(C)c1=O,0,-0.62,1,32,-7,/,6,0.7,-4
Cc1c(OCc2nn[nH]n2)ccc2c3c(c(=O)oc12)CCCC3,0,1.7,-1,94*,1,-1.2,-4,0.1,3
O=C(CSc1ccc2c(c1)OCCO2)NCCN1C(=O)CSC1=O,4,-0.6,1,19,2,0.36,-3,0.8,-2
COc1cc(C=O)ccc1OCCCOc1ccccc1C(=O)O,-15,-1.3,4,9,-4,0.24,4,0.9,17
CCC1(CC)NC(=O)NC1=O,26,-1.7,-5,-7,-5,1.5,7,1.1,22
CCN(CC)C(=O)CSc1ncnc2c1nnn2-c1ccc(OC)cc1,6,-1.1,7,10,-1,0.05,1,0.9,11
Oc1ccc(-c2csc(Nc3cccnc3)n2)cc1,20,-0.58,13,38,4,-1.6,-2,0.6,18
Cc1ccc(-n2nc3c(c2NC(=O)c2c(-c4ccccc4Cl)noc2C)CSC3)cc1,9,3*,-7,37,16,/,-20,0.6,0
Cc1c(C)c2cc(Cl)c(O)c(CN(C)C)c2oc1=O,5,-0.52,-2,-29,-2,0.44,-5,1.3,7
CCC(C)(C(=O)Nc1ccc2c(c1)OCCO2)N(C(C)=O)c1ccc(C(N)=O)cc1 (centres undefined),-2,-2.8*,4,19,-16,-0.02,16,0.8,1
O=C(Nc1cccc(F)c1)/C(=C\c1cccnc1)NC(=O)c1cccs1,8,0.74,-5,7,4,0.75,-2,0.9,7
COc1cc(C(=O)NCc2ccc(C)cc2)ccc1OCc1c(C)noc1C,1,2.7,4,43,8,0.22,-5,0.6,-4
Cc1ccc(N=C2N=C(N)c3ccccc32)c(C)c1,-4,0.6,2,58*,4,-0.66,0,0.4,-2
CCCn1c(-c2ccccc2)nc2c(=O)n(C)c(=O)[nH]c21,36*,/,-1,-4,0,-0.48,-1,1,3
CCOC(=O)/C(=N/Nc1ccccc1)c1csc(Nc2ccccc2)n1,14,-0.084,-7,44,-1,-0.6,4,0.6,-2
COC(=O)c1sccc1NC(=O)c1cccc(OC)c1,9,-0.24,-8,-2,1,-0.5,2,1,-2

# Arranged by the number under hDAT+cocaine (highest first): some entries from above.
SMILES | hDAT+cocaine
COc1cc(C(=O)NCc2ccc(C)cc2)ccc1OCc1c(C)noc1C | 2.7
O=C(Nc1cccc(F)c1)/C(=C\c1cccnc1)NC(=O)c1cccs1 | 0.74
COC(=O)c1sccc1NC(=O)c1cccc(OC)c1 | -0.24

# Fetched one by one from the list above (2):
SMILES,PostGolgi ctrl,hDAT+cocaine,Ecoli WT expand,CYP2C9 inhib,PTPN22 act,PTK2B oligo ant,LYP inh 2,CYP2C9 activ,PostGolgi yeast
Cc1ccc(-n2nc3c(c2NC(=O)c2c(-c4ccccc4Cl)noc2C)CSC3)cc1,9,3*,-7,37,16,/,-20,0.6,0
Oc1ccc(-c2csc(Nc3cccnc3)n2)cc1,20,-0.58,13,38,4,-1.6,-2,0.6,18

# Further entries:
SMILES,PostGolgi ctrl,hDAT+cocaine,Ecoli WT expand,CYP2C9 inhib,PTPN22 act,PTK2B oligo ant,LYP inh 2,CYP2C9 activ,PostGolgi yeast
Cc1ccc(C)c(N2CCN(C(=O)Cn3c(=O)[nH]c4ccsc4c3=O)CC2)c1,5,1.4,6,53*,-1,-1.5,4,0.5,-4
CCOC(=O)c1cc(-c2ccccc2)sc1NC(=O)C(C)(C)C,-1,-0.25,0,12,-7,0.12,11,0.9,-2
CSc1c(CC(=O)NCCO)n(C)c2ccccc12,2,-1.6,4,/,-9,0.8,4,/,-6
CN(C(=O)Nc1ccc(Cl)cc1)c1c2c(nn1C)CCCC2,15,0.071,-2,27,2,-0.35,0,0.7,6
COC(=O)Cn1cc(C(=O)c2ccco2)c2ccccc21,-10,0.28,8,11,2,0.17,-4,0.9,10
Cc1cc(NC(=O)CSC2=Nc3ccccc3C3=NC(Cc4ccccc4)C(=O)N23)n[nH]1 (centres undefined),8,0.86,2,12,-2,-0.48,8,0.9,-8
Cn1c(=O)c2c(SCc3ccccc3)nc(-c3ccco3)nc2n(C)c1=O,-4,-0.00094,-2,5,/,/,/,0.9,-12
Cc1nc2ccccc2c2oc(C(=O)NCCN3CCCCC3C)cc12 (centres undefined),28,-0.34,-3,4,/,/,/,1,0
Cc1ccc(-c2nc3cc(NC(=O)C(C)C)ccc3o2)cc1C,18,-0.45,-21,/,-4,0.05,0,/,-8
CCOC(=O)N1CCC(NC(=O)c2cc3c(-c4ccc(Cl)cc4)nn(C)c3s2)CC1,-15,0.7,-1,/,8,/,-11,/,2
COc1ccccc1N(CC(O)CN(c1ccccc1)S(C)(=O)=O)S(=O)(=O)c1ccccc1 (centres undefined),9,0.9,-1,26,12,-0.19,-13,0.7,13
CCOC(=O)N1CCN(C(=O)C(C)n2nc(C)n3c(cc4sccc43)c2=O)CC1 (centres undefined),7,-0.5,5,-2,6,0.06,-7,1,20
CCN1CCN(Cc2oc(CO)cc(=O)c2O)CC1,-1,0.54,0,0,5,0.54,-8,1,-9
Cc1cc(NC(=O)COC(=O)C(Cc2ccccc2)NC(=O)c2ccco2)no1 (centres undefined),2,-1.2,2,5,-2,-0.38,6,0.9,1
Cn1c(=O)c2c(ncn2Cc2cc(-c3ccccc3)no2)n(C)c1=O,24,0.63,-5,42,4,0.38,-4,0.6,0
COc1ccc(N(C)S(=O)(=O)c2cccc3cccnc23)c(OC)c1,-1,-0.026,7,16,-4,-0.43,1,0.8,-4
O=C(Cc1c[nH]c2ccccc12)OCCOC(=O)Cc1c[nH]c2ccccc12,/,0.39,/,/,-5,-1.4,1,/,/
CC(C)(C)N1C(=O)Cc2c1nc(N)c1c(N)nc(N3CCCCC3CO)c(C#N)c21 (centres undefined),-13,-4.2*,8,75*,-6,-2.7,5,0.2,3
CCC(C)Cn1c(C)nc2ccccc21 (centres undefined),0,-0.46,10,26,-5,0.68,0,0.7,1
Clc1ccc(N2COC3c4cccc5cccc(c45)C32)cc1 (centres undefined),/,0.7,/,/,14,-0.23,-14,/,/
N#CC1=C2SCN(Cc3ccccc3)CN2C(=O)CC1c1ccc2c(c1)OCO2 (centres undefined),2,-1.5,5,59*,-2,0.1,0,0.4,4
O=C1C2CCCN2C(c2ccc(Cl)cc2)N1c1nccs1 (centres undefined),7,0.36,-12,/,-6,0.26,2,/,2
CCOC(=O)c1c(CN2CCOCC2)n(-c2ccccc2)c2ccc(O)cc12,45*,1.5,3,38,7,-1.8,-10,0.6,6
COc1ccc(NC(=O)C2CCCN(S(=O)(=O)c3cnc[nH]3)C2)cc1 (centres undefined),7,0.56,9,62*,-6,/,4,0.4,-16
CC(C)C(=O)c1cn(CC(=O)N2CCCc3ccccc32)c2ccccc12,22,-0.12,-1,74*,-7,-1,9,0.3,-2
CCn1c(=O)n(CC)c2cc(S(=O)(=O)N3CCOCC3)ccc21,5,-0.27,-4,22,22,-0.04,-20,0.8,6
COc1ccc(-n2ncc3c(NCC(C)C)ncnc32)cc1,-1,0.49,4,/,/,-0.99,/,/,8
CC1CC2=C(CC1/C=N/NC(N)=S)C(C)(C)CCC2 (centres undefined),90*,-1,1,43,-19,0.02,20,0.6,100*
C[N+](C)(C)CCCN1C(=O)CCCC1=O,28,-0.68,1,7,6,0.72,-3,0.9,12
O=C(Nc1nccs1)C1(S(=O)(=O)c2ccc(Cl)cc2)CC1,-3,-0.77,9,34,4,-1.4,-3,0.7,-3

# Printed as active in hDAT+cocaine (from the list above):
SMILES	hDAT+cocaine	CYP2C9 inhib	PTPN22 act	PTK2B oligo ant	LYP inh 2	CYP2C9 activ	PostGolgi yeast
Cc1ccc(-n2nc3c(c2NC(=O)c2c(-c4ccccc4Cl)noc2C)CSC3)cc1	3*	37	16	/	-20	0.6	0
CCC(C)(C(=O)Nc1ccc2c(c1)OCCO2)N(C(C)=O)c1ccc(C(N)=O)cc1 (centres undefined)	-2.8*	19	-16	-0.02	16	0.8	1
CC(C)(C)N1C(=O)Cc2c1nc(N)c1c(N)nc(N3CCCCC3CO)c(C#N)c21 (centres undefined)	-4.2*	75*	-6	-2.7	5	0.2	3

# Going on with the list.
SMILES,PostGolgi ctrl,hDAT+cocaine,Ecoli WT expand,CYP2C9 inhib,PTPN22 act,PTK2B oligo ant,LYP inh 2,CYP2C9 activ,PostGolgi yeast
O=C(COC(=O)c1cnccn1)c1ccc(Br)cc1,11,-0.26,0,2,-3,0.07,1,1,-1
CCNS(=O)(=O)c1ccc(C)c(-n2cnnn2)c1C,/,-2,/,/,4,1.4,-4,/,/
O=C(c1cc(-c2cccs2)on1)N1CCOCC1,3,-0.49,13,2,11,0.02,-13,1,-5
COC(=O)Cn1c(CN(Cc2ccccc2)Cc2ccccc2)nc2c1c(=O)[nH]c(=O)n2C,14,1.3,3,53*,-3,-0.1,3,0.5,-6
C/C(Cl)=C\Cn1c(Nc2cccc(C)c2)nc2c1c(=O)n(C)c(=O)n2C,7,0.78,-10,-8,-1,-0.83,0,1.1,20
O=C(O)CN1C(=O)CSc2ccccc21,9,-1.1,8,16,/,0.26,/,0.8,7
CCOC(=O)N1CCC(NC(=O)c2cccc3c2C(=O)N(Cc2cccnc2)C3)CC1,10,0.56,-7,56*,/,0.37,/,0.4,-3
CCCCC(=O)c1ccc(O)cc1,-5,1.8,19,-119,14,0.44,-12,2.2*,-10
Cc1onc(-c2ccccc2Cl)c1C(=O)Nc1nnc(C(C)C)s1,18,0.054,-3,59*,/,/,/,0.4,-8
CCN(CC)C(=O)c1sc(NC(=O)c2ccc3c(c2)OCO3)c(C#N)c1C,6,-0.015,4,33,5,0.51,-4,0.7,-2
COc1cc(O)oc1C=Nc1ccc(Oc2ccccc2)cc1,-4,-0.62,12,22,1,0.92,2,0.8,-6
COc1cccc(CN2C(=O)c3ccccc3C2C(=O)NCC2CCCO2)c1 (centres undefined),6,0.012,-2,6,-8,0.82,7,0.9,-2
O=C(COC(=O)c1cccnc1Cl)c1cccc(Cl)c1,2,0.38,6,2,6,0.99,-6,1,-3

# Assay outcomes: PubChem BioAssay, several laboratories
